GLP1R cytotox = cytotoxic in the GLP-1 receptor inverse agonist counter-screen | HEK293 cAMP-luciferase reporter cells, luminescence, 24 h | Potency, µM (series often up to 38.3 µM), for inactives: top-dose activity change, negative = inhibition, most hits filed as inhibitors | actives 0.13% (n = 410,000) | AID 624418;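 note: loss of luciferase light is scored as toxicity; potency is the fitted concentration of half-maximal effect; % is set by controls: 0 for no effect and ±100 for the full control effect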
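Step one: seed cells (200 cells/uL, DMEM with 10% Nu serum, 1% pen-strep). Step two: 12-hour incubation at 37 deg C. Step three: pin 23 nL compound, incubate 24 hr. Step four: add luciferase reagent, read luminescence 12 min later.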
PLK1 PBD block = blocks phosphopeptide binding to human PLK1 polo-box domain. P53350. Plk1 PBD binding of FITC phosphopeptide, fluorescence polarization. Potency, µM, inactives show max response, negative = inhibition, usual class: inhibitors. actives 2.8% (n = 360,000). AID 720504; note: potency is the fitted concentration of half-maximal effect; series mostly up to about 57 µM; % is set by controls: 0 for no effect and ±100 for the full control effect; nearly all actives have a fitted effect of over 65% in size
EPAC1 antagonist = blocks human EPAC1 exchange factor | AID 720709 | O95398 | actives 0.14% (n = 360,000) | Potency, µM (top dose mostly 115 µM), without a hit: at the top dose activity change, negative = inhibition, actives largely listed as inhibitors | EPAC1 GEF assay, Rap1b-BODIPY-GDP exchange fluorescence;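 note: potency is the fitted concentration of half-maximal effect; plate controls were vehicle for no effect and positive control for full effect; nearly all actives have a fitted effect of over 50% in size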
PI5P4Ka inh = inhibitors of human PI5P4K alpha; P48426; PI5P4Kalpha enzyme, ADP-Glo luminescence, 60 min; stronger effect = lower value; max response, %; actives 1.2% (n = 330,000); active = max response of -50% or lower; inconclusive = between -30% and -50%; inactive = -30% or higher; note: value at the top dose of about 77 µM; % is set by controls: 0 for no effect and ±100 for the full control effect
Target sequence (P48426 whole entry, looked up): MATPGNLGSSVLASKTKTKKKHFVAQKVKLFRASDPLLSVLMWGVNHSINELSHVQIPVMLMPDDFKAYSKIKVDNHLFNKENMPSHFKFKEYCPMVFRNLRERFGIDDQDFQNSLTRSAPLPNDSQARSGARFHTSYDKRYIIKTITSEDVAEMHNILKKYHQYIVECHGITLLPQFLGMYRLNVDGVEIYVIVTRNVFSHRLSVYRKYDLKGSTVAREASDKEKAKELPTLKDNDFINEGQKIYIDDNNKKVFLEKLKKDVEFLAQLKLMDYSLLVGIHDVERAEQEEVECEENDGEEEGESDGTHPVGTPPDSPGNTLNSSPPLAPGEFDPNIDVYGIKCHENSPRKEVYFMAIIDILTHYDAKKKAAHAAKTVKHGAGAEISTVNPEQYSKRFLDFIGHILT
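qHTS, 1536-well: enzyme/substrate mix, compound by pin tool, 5 microM ATP final; RT 60 min; ADP-Glo reagents 1 (45 min) then 2 (30 min); luminescence.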
PTHR1 ag = activates the human parathyroid hormone receptor PTHR1; HEK293 GP2 PTHR1 cells, GloSensor cAMP luminescence, 1 h; Potency, µM (titrated, usually from 115 µM), inactives show at the top dose activation, usual class: activators; actives 0.075% (n = 410,000); note: potency is the fitted concentration of half-maximal effect; nearly all actives have a fitted effect of over 55% in size; some results filed as inactive show a strong effect at the top dose; inactives centre near -15; many of its hits are not listed in these tables
Target sequence (Q03431 whole entry, looked up): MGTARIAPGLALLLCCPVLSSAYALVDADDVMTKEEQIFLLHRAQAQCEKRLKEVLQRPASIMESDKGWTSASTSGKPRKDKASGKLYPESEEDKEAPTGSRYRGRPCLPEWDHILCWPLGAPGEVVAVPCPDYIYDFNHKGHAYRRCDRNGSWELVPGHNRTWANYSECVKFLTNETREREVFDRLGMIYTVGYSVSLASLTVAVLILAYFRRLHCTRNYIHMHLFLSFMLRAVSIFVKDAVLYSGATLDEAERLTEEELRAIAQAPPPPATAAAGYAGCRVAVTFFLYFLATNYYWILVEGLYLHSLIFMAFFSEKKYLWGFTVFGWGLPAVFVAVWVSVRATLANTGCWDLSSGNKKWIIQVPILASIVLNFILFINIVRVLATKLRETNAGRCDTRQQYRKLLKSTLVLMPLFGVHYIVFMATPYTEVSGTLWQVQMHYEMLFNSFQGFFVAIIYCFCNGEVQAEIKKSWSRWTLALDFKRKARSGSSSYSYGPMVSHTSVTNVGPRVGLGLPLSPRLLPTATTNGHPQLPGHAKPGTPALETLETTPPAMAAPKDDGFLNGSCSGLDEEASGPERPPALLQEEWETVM
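HEK-293-derived GP2 cells expressing PTHR1 and a GloSensor cAMP reporter, 3,000/well, plated overnight, given luciferin plus IBMX (each 0.5 mM as added) for 1 h at 37 °C, then compound for 1 h at 37 °C. Luminescence was read after 15 min at room temperature.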
EPAC1 agonist = EPAC1 (human) agonism | EPAC1 agonist qHTS, biochemical assay; response scale: 100% = response to 6.5 mM cAMP | Potency, µM (top dose mostly 154 µM), without a hit: top-dose activation, most hits filed as activators | actives 0.073% (n = 360,000) | O95398; note: potency is the fitted concentration of half-maximal effect; nearly all actives have a fitted effect of over 60% in size
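EPAC1 100 nM, Rap1B–BODIPY-GDP 250 nM, unlabeled GDP 50 uM; compound titration; 5 min RT; kinetic read ex480/em540 at 5-min intervals ×30 min; data normalized to 6.5 mM cAMP agonist control.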
IL-2 act = IL-2 activation; IL-2 activation reporter assay, cell-based qHTS; stimulated with anti-CD3/CD4/CD28 beads; in transgenic mouse T cells; activation, % (series mostly up to about 46 µM); actives 0.065% (n = 360,000); AID 652025; in the data active = activation above about 50%; inconclusive = mostly about 30% to 49%; note: 0% is about no effect
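Unstimulated transgenic mouse T cells, 750 per well, received compound and, after 60 minutes, anti-CD3/anti-CD4 bead plus anti-CD28 stimulation. EGFP and DsRed were quantified after 18 hours.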
GLP1R inv ag = acts as inverse agonist at human GLP-1 receptor. P43220. HEK293 GLP-1R CRE-luciferase, luminescence, 24 h; GLP-1R form is constitutively active. Potency, µM (highest dose often 38.3 µM), for inactives: at the top dose activity change, negative = inhibition, most hits filed as inhibitors. actives 1.6% (n = 410,000). AID 624417; note: potency is the fitted concentration of half-maximal effect; % is set by controls: 0 for no effect and ±100 for the full control effect; nearly all actives have a fitted effect of over 55% in size
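Cells are plated, allowed 12 hours at 37 deg C, then treated with compounds for 24 hr before luciferase detection reagent is added and luminescence is read after 12 min at room temperature. The HEK293 line carries constitutively active GLP-1R with a cAMP-responsive reporter.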
GLP1R ag = agonists of human GLP-1 receptor; HEK293 GLP-1R CRE-luciferase, luminescence, 4-6 h; cells express a hypersensitive GLP-1R form; Potency, µM (series often up to 45.6 µM), inactives show top-dose activation, most hits filed as activators; actives 0.007% (n = 380,000); AID 624172; note: potency is the fitted concentration of half-maximal effect; % of control where 0% means no effect
An asterisk follows results filed as active; i = inactive; ? = inconclusive; . = not tested or not shown; [ ] = dose if it differs, or a comment. Unless noted, calls come from the whole dose curve; as a rule, active = well fitted curve in the direction sought with a large enough effect; inconclusive = small, poorly fitted or top-dose-only effect, or another doubt; inactive = no such curve, though single readings can be large; an effect the other way counts as inactive or inconclusive.

SMILES | GLP1R cytotox | PLK1 PBD block | EPAC1 antagonist | PI5P4Ka inh | PTHR1 ag | EPAC1 agonist | IL-2 act | GLP1R inv ag | GLP1R ag
Cc1cc(=O)n2[nH]nnc2n1 | 4% | 5% | -3% | 0 | 9% | -8% | 1.1 | 14% | -7%
CC(C)[C@@H](C(=O)NC1CC1)N1C(=O)N2CCc3c([nH]c4ccccc34)[C@@]2(C)C1=O | 2% | -1% | -1% | 1 | -20% | -5% | 0.1 | -14% | -2%
CC(=O)c1ccccc1NS(=O)(=O)c1c(C)nn(-c2ccccc2)c1C | -2% | -5% | -10% | . | -12%[57.5 µM] | 3% | -0.6 | 3% | -3%
O=[N+]([O-])c1cc(Cl)ccc1N1CCN(c2ccccc2O)CC1 | -1% | -9% | -10% | 8 | i | 25% | -3.2 | ? | 19%
N#CC1=C(SCC(=O)c2ccc(Cl)cc2)NC2=C(C(=O)CCC2)C1c1ccco1 (stereo not given) | 39%[activator] | -12% | -1% | -22 | i | 11% | 1.1 | ? | -3%
COc1ccc(-c2nnc(C)c3nocc23)cc1 | -25% | -12% | -24% | -66* | i | -1% | 0.8 | -5% | -6%
N#CC(=C(O)CN1CCN(c2ccccc2F)CC1)c1nc(-c2ccccc2)cs1 | -18% | -14% | 7% | -21 | -8% | 1% | 0.1 | ? | 0%
CCC(C)[C@H](NC(=O)[C@@H]1Cc2ccccc2CN1)C(=O)Nc1ccc2c(c1)OCO2 (stereo not given in full) | 6% | -11% | -1% | -1 | 5% | 3% | 0.7 | -4% | -2%
CC(NC1CCN(Cc2ccccc2)CC1)c1ccc(F)cc1 (stereo not given) | -19% | -15% | 0% | 1 | i | 11% | 1.8 | ? | -6%
COc1cccc(C(=O)Nc2ccccc2-c2nnc(-c3cccc(OC)c3)o2)c1 | 3% | . | . | . | -54%[inhibitor] | . | . | 10% | -5%
Cc1nn(Cc2ccccc2)c(Cl)c1C(=O)NCCc1ccc(Cl)cc1 | 9% | -7% | -9% | -3 | -24% | 7% | -4.2 | ? | 0%
COc1ccc(Br)cc1CNc1ccc(O)cc1 | ? | 30µM* | ? | -29 | -20%[57.5 µM] | 11% | 0.8 | 64%[activator] | 15%
CCOC(=O)C1CCCN(CC(=O)c2c[nH]c3ccc(C)cc23)C1 (stereo not given) | -2% | -7% | -1% | -5 | i | 6% | 0.0 | -17% | 2%
CCCCC(c1nnnn1CCOC)N1CCN(CC)CC1 (stereo not given) | 16% | -28% | -17% | 8 | -13%[57.5 µM] | 10% | -0.5 | 20% | 19%
COc1ccc(-n2c(C)cc(C(=O)CCl)c2C)cc1 | 8% | ? | -30% | 2 | -34%[inhibitor] | 8% | -0.9 | 19% | 2%
C=CCOc1nc2c(c(=O)n(C)c(=O)n2C)n1Cc1ccccc1Cl | -4% | -5% | 0% | . | ? | -4% | -1.7 | 0% | ?
CCN1C(=O)[C@H]2[C@@H](c3ccc(-c4cccc(Cl)c4)cc3)N[C@@](CC(C)C)(C(=O)OC)[C@H]2C1=O | -14% | -3% | 2% | 14 | -25% | 14% | -0.6 | -14% | 11%
N#CCCN1CCn2c1nc1ccccc12 | -13% | -18% | 1% | 0 | i | 4% | -2.6 | 5% | -5%
ClC1CCCCC1n1nnc2ccccc21 (stereo not given) | -16% | -8% | 0% | 0 | i | 6% | 3.1 | ? | 5%
O=C(N/N=C/c1cccnc1)c1ccc(Cn2cc([N+](=O)[O-])cn2)o1 | 5% | -3% | -6% | 0 | ? | 1% | -2.4 | 32%[activator] | 5%
Cc1ccc(Nc2ncc3c(n2)CC(c2ccco2)CC3=O)c(C)c1 (stereo not given) | -2% | -6% | -6% | ? | -15%[57.5 µM] | 0% | 0.2 | ? | -1%
C[C@H]1[C@H]2c3nc4ccccc4n3C[C@H]1ON2C1CCCCC1 | ? | -15% | -6% | -3 | -4% | -8% | -3.9 | 10% | 7%
CCc1noc(C)c1C(=O)NNC(=O)c1ccccc1Cl | 1% | 4% | 17% | 4 | 22% | 0% | -0.1 | 11% | -4%
CCCN(CC(=O)Nc1ccccc1C)C(=O)c1ccc(N2CCCCCC2)c([N+](=O)[O-])c1 | ? | 2% | -14% | 7 | i | 5% | -2.7 | ? | 17%
Cc1cc(OCCCC(=O)NCCN2C(=O)S/C(=C\c3cccnc3)C2=O)ccc1Cl | 8% | -15% | 18% | 1 | -31% | -3% | -1.6 | -7% | 10%

Entries above that bear a hit mark in PI5P4Ka inh:
SMILES	PLK1 PBD block	EPAC1 antagonist	PI5P4Ka inh	PTHR1 ag	IL-2 act	GLP1R inv ag	GLP1R ag
COc1ccc(-c2nnc(C)c3nocc23)cc1	-12%	-24%	-66*	i	0.8	-5%	-6%

Filtered by structure: the compounds so far with a nitro group on carbon (3)
SMILES | GLP1R cytotox | PLK1 PBD block | EPAC1 antagonist | PI5P4Ka inh | PTHR1 ag | EPAC1 agonist | IL-2 act | GLP1R inv ag | GLP1R ag
O=[N+]([O-])c1cc(Cl)ccc1N1CCN(c2ccccc2O)CC1 | -1% | -9% | -10% | 8 | i | 25% | -3.2 | ? | 19%
O=C(N/N=C/c1cccnc1)c1ccc(Cn2cc([N+](=O)[O-])cn2)o1 | 5% | -3% | -6% | 0 | ? | 1% | -2.4 | 32%[activator] | 5%
CCCN(CC(=O)Nc1ccccc1C)C(=O)c1ccc(N2CCCCCC2)c([N+](=O)[O-])c1 | ? | 2% | -14% | 7 | i | 5% | -2.7 | ? | 17%

Reprinted at random: 2 compounds from above.
SMILES | GLP1R cytotox | PLK1 PBD block | EPAC1 antagonist | PI5P4Ka inh | PTHR1 ag | EPAC1 agonist | IL-2 act | GLP1R inv ag | GLP1R ag
CCCCC(c1nnnn1CCOC)N1CCN(CC)CC1 (stereo not given) | 16% | -28% | -17% | 8 | -13%[57.5 µM] | 10% | -0.5 | 20% | 19%
Cc1cc(OCCCC(=O)NCCN2C(=O)S/C(=C\c3cccnc3)C2=O)ccc1Cl | 8% | -15% | 18% | 1 | -31% | -3% | -1.6 | -7% | 10%

Further compounds:
SMILES | GLP1R cytotox | PLK1 PBD block | EPAC1 antagonist | PI5P4Ka inh | PTHR1 ag | EPAC1 agonist | IL-2 act | GLP1R inv ag | GLP1R ag
CC1(C)CC(=O)C=C(c2n[nH]nc2C2CCCCC2)C1 | -5% | 0% | -4% | 8 | 0% | 2% | -0.7 | -6% | 11%
Nc1ncnc2c1ncn2C1O[C@H](CO)[C@@H](O)[C@@H]1O (stereo not given in full) | 15% | -16% | -3% | -2 | -6% | -4% | 0.1 | 0% | 12%
CCOC(=O)c1ccc(NC(=O)CCNS(=O)(=O)c2ccc3c(c2)oc(=O)n3C)cc1 | 0% | -4% | -1% | . | i | 6% | -0.3 | 0% | -6%
Cc1cc(C(=O)COC(=O)C23CC4CC(CC(O)(C4)C2)C3)c(C)n1-c1c(C)n(C)n(-c2ccccc2)c1=O | 0%[7.66 µM] | 5% | -7% | -2 | -23% | -6% | 1.0 | -11%[7.66 µM] | -1%
CN(C)c1ccc(/C=N/NC(=O)CSc2ccccn2)cc1 | 2% | -7% | -17% | -1 | 13% | 2% | -2.1 | 5% | 7%
CC(C)(C)C(=O)Nc1c2c(nn1-c1ccccc1)CSC2 | -8% | -4% | -4% | -2 | 28% | -14% | -0.6 | -15% | -1%
CNC(=O)c1ccc(Nc2nnc(-c3ccc(C)c(S(=O)(=O)NCC4CCCO4)c3)c3ccccc23)cc1 (stereo not given) | -27% | -7% | -8% | -10 | i | -4% | -0.9 | 37%[activator] | 13%
COC(=O)c1ccc(C(C(=O)NC2CCCCC2)N(C(=O)Cc2cccs2)C2CC2)cc1 (stereo not given) | 6% | 1% | -1% | 1 | -7% | -8% | 1.1 | 0% | 6%
CCC(C)Sc1nnc(CSc2nc3nc(C)cc(C)n3n2)o1 (stereo not given) | 7% | -1% | 4% | . | i | 0% | 0.3 | 26% | -1%
ClCc1nc2ccccc2c2ccccc12 | -19% | ? | 3% | 0 | -1% | 8% | -1.2 | 6% | 10%
CC(=O)N1CCc2cc(Br)cc(S(=O)(=O)NCc3ccc(Cl)cc3)c21 | -1% | 1% | -25% | -1 | -8% | 11% | 2.2 | -2% | 24%
CCOC(=O)Nc1nc2ccc(Cn3cccc3)cc2[nH]1 | -29% | 5% | 4% | 0 | -10% | -3% | -5.9 | ? | 18%
CC(C)(C)NC(=O)Cn1c(-c2nonc2N)nc2ccccc21 | -14% | -12% | 1% | -4 | i | 7% | 0.4 | -1% | -2%
O=C(CNC(=O)c1ccco1)OCc1ccc(C(=O)Oc2ccccc2)cc1 | ? | -4% | -8% | -1 | -13%[57.5 µM] | 3% | -0.7 | 23% | 5%
COc1ccc(Cn2c(=O)[nH]c3cc(C(=O)N4CCN(c5ccc(C(C)=O)cc5)CC4)ccc3c2=O)cc1 | -4% | -12% | -11% | -18 | -20% | 5% | 0.0 | 1% | 9%
Cc1cccc(OCc2ccccc2)n1 | 2% | 7% | 9% | -2 | -8% | -4% | 0.1 | 8% | 0%
CC(=O)c1cccc(-c2ccnc3c2CC(C(=O)NCC2CC2)O3)c1 (stereo not given) | -20% | -2% | 5% | -14 | -6% | 2% | 1.7 | -26% | 0%
O=C(C1CCC1)N1CCc2cc(S(=O)(=O)NCc3ccccn3)ccc21 | 2% | -6% | 6% | . | -20%[57.5 µM] | -1% | -2.0 | 67%[activator] | 7%

For reference, part of the list above.
SMILES | GLP1R cytotox | PLK1 PBD block | EPAC1 antagonist | PI5P4Ka inh | PTHR1 ag | EPAC1 agonist | IL-2 act | GLP1R inv ag | GLP1R ag
Cc1cc(=O)n2[nH]nnc2n1 | 4% | 5% | -3% | 0 | 9% | -8% | 1.1 | 14% | -7%
CC(C)[C@@H](C(=O)NC1CC1)N1C(=O)N2CCc3c([nH]c4ccccc34)[C@@]2(C)C1=O | 2% | -1% | -1% | 1 | -20% | -5% | 0.1 | -14% | -2%

Screening results deposited in PubChem BioAssay by National Center for Advancing Translational Sciences (NCATS).

This is a subset. The share of hits here may be higher or lower than overall.
